Source: PubChem (several laboratories)
HDAC3 inh: inhibitors of human histone deacetylase 3; inhibition, % at 8.3 µM; AID 2718; 320,000 compounds, 0.15% hits; recombinant HDAC3, fluorogenic peptide/trypsin coupled, fluorescence; in the data active means inhibition above about 26%, passing the limit was not always enough; inconclusive means no clear call, values can overlap the other calls
MrgX1 antagonist: blocks BAM8-22 activation of human MrgX1 receptor; Q96LB2; B-score at 10 µM; 310,000 compounds, 1.3% hits; MRGX1-HEK293 calcium flux, Fluo-4, BAM8-22 antagonism; stronger effect = lower value;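 active means calcium-response B-score plate-corrected more than 3 library SD below zero, starting fluorescence within 5 deviations, no agonist response on first addition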;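 further: peak minus trough fluorescence over baseline after final BAM8-22 challenge near maximal dose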
RGS4 inh: human RGS4 inhibition; P49798; HEK293 M3R/RGS4 inducible, Fluo-4 calcium flux; stronger effect = higher value; triggered by carbachol at its EC20; B-score at 10 µM; 310,000 compounds, 0.45% hits; AID 463165;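 active means B-score, a plate-corrected calcium signal, over three deviations above library mean, with baseline fluorescence within five deviations of library mean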;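 further: RGS4 expression induced by doxycycline in cells with stable M3 receptor; B-score is computed from the integrated fluorescence ratio over baseline after carbachol; higher B-score means a larger calcium signal and so more RGS4 inhibition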
TRPC6 act: mouse TRPC6 channel activation. Q61143. HEK293-TRPC6 membrane potential dye fluorescence; stronger effect = higher value. B-score at 10 µM. 310,000 compounds, 0.13% hits. AID 2550;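 active means B-score of the integrated fluorescence ratio above library mean plus 3 SD, and starting fluorescence ratio within library mean plus 5 SD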;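 further: higher score means more depolarization so channel activation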
Target sequence (Q61143 whole entry, looked up): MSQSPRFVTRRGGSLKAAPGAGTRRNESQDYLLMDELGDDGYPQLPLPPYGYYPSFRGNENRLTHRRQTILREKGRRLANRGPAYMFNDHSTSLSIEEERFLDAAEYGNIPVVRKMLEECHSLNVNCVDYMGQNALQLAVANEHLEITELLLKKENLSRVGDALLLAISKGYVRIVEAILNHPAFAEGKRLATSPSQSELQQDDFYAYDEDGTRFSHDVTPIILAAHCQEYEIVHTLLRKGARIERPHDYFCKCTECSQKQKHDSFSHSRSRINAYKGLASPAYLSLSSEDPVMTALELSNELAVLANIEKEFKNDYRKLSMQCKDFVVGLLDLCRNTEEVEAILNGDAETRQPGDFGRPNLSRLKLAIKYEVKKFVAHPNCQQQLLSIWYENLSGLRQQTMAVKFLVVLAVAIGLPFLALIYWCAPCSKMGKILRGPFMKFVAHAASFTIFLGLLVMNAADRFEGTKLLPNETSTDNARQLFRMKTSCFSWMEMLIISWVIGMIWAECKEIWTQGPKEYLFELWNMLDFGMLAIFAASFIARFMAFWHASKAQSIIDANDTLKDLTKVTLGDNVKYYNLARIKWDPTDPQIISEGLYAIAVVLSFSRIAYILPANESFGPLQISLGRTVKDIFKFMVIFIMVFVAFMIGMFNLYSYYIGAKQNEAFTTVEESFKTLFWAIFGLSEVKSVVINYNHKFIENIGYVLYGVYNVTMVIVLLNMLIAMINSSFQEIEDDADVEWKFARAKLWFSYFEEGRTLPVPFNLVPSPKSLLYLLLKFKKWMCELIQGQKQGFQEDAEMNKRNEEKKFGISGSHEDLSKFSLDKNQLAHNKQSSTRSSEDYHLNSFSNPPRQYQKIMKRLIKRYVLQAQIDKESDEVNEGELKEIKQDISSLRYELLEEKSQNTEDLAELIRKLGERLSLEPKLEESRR
SKKanGAS inh: inhibitors of SKKanGAS S. pyogenes growth in kanamycin (SK-promoter or general growth effect); BacTiter-Glo, 6 h; inhibition, % at 7.5 µM; 300,000 compounds, 1.3% hits;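 active means mean replicate score, as percent of positive control median, at least 50; inconclusive means mean below 50 but one replicate at or above 50; inactive means mean and every replicate below 50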;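 further: strain carries kanamycin resistance gene driven by streptokinase promoter and grows in 40 µg/ml kanamycin; loss of luminescence reflects streptokinase promoter inhibition or plain growth inhibition; 0% = median of DMSO wells and 100% = positive control at its reference dose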
ANO1 block: blocks the mouse calcium-activated chloride channel TMEM16A; 310,000 compounds, 1.2% hits; Q8BHY3; AID 588511; HEK293 TMEM16A/YFP iodide influx fluorescence, ionomycin; normalized B-score (activity score, 25-100; higher = stronger inhibition) at 10 µM;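 active means ratio plate-corrected score three or more library SD toward inhibition, starting fluorescence score within five deviations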;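 further: score derived from kinetic fluorescence span divided by baseline fluorescence per well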
MrgX1 agonist: agonists of human MrgX1 receptor; MrgX1-HEK293 cells, Fluo-4 calcium fluorescence, agonist mode; stronger effect = higher value; Q96LB2; 310,000 compounds, 0.44% hits; AID 588627; B-score at 10 µM;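 active means calcium response B-score plate-corrected fluorescence ratio at least 3 library SD, with starting fluorescence B-score inside 5 SD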
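times = overnight plating, then 30 min 37 °C plus 30 min room-temperature dye loading | assay system = stable human MrgX1 HEK293 cell line | input = fifteen thousand cells per well | signal = kinetic calcium dye fluorescence, Fluo-4 NW | dosing = compound delivered in addition one of three | read-out = B-scored fluorescence response ratio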
TRPC6 inh: blocks the mouse TRPC6 cation channel | Q61143 | HEK293-TRPC6, membrane potential dye, ACh-evoked depolarization; stronger effect = lower value | B-score at 10 µM | 310,000 compounds, 1.1% hits | AID 2553;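 active means B-score under library mean minus 3 SD, initial fluorescence not abnormally high, positive integrated signal ratio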;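 further: B-score derived from integrated fluorescence ratio over the kinetic read; more negative B-score means stronger inhibition of depolarization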
RGS4 act: potentiators or activators of RGS4. HEK293 M3R/inducible RGS4, carbachol calcium flux Fluo4; stronger effect = lower value. B-score at 10 µM. 310,000 compounds, 0.92% hits;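 active means B-score of the integrated calcium signal more than 4 SD below the library mean, with starting fluorescence not abnormally high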;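 further: negative B-score means reduced calcium response which marks RGS4 activation or potentiation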
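Material: M3R-expressing HEK293 line, RGS4 induced by doxycycline | Schedule: Overnight RGS4 induction, 30 min dye load 37 °C, 20 min compound RT | Measured by: Fluo4 fluorescence kinetic imaging of calcium | Read-out: Integrated calcium ratio converted to B score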
TMEM16A act: activators or potentiators of mouse TMEM16A chloride channel; Q8BHY3; HEK293 TMEM16A/YFP-H148Q/I152L, iodide quench fluorescence; stronger effect = lower value; B-score at 10 µM; 340,000 compounds, 0.3% hits;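 active means fluorescence-ratio B-score plate-corrected deviation score at least 3 library SD below zero, with starting fluorescence score within 5 deviations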;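 further: channel opened by trigger with iodide after compound preincubation; score built on the fluorescence ratio of max minus min over baseline; more negative score means more quench and so TMEM16A activation or potentiation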
MrgX1 allo act: allosterically activates human MrgX1 receptor signaling; MrgX1-HEK293, Fluo-4 calcium flux, FDSS; stronger effect = higher value; B-score at 10 µM; Q96LB2; 310,000 compounds, 0.63% hits;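 active means plate-corrected calcium response at least 3 library SD above typical, normal starting fluorescence, not activating the receptor alone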;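 further: compound read alongside a low EC10 to EC30 dose of BAM8-22 agonist; peak minus trough fluorescence over baseline measured at the second addition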
The depositor's hits bear a star; i = inactive; u = inconclusive; x = not tested or not shown.

SMILES	HDAC3 inh	MrgX1 antagonist	RGS4 inh	TRPC6 act	SKKanGAS inh	ANO1 block	MrgX1 agonist	TRPC6 inh	RGS4 act	TMEM16A act	MrgX1 allo act
O=C(C1CCN(c2nc3nonc3nc2N2CCCCC2)CC1)N1CCOCC1	6	i	i	i	2	i	i	i	i	i	i
CCn1c(SCC(=O)N/N=C/C=C/c2ccco2)nnc1-c1ccc(OC)cc1	7	i	i	i	-15	i	i	i	i	i	i
O=C(CCc1ccccc1)NCc1ccccc1	5	i	i	i	x	i	i	i	i	i	i
COc1cc2c(cc1OC)C(C)N(C(=O)c1cc(C)on1)CC2 (stereo not drawn)	7	-6.3*	i	i	-2	i	i	i	i	i	i
CCOCCCNC(=O)c1ccc(NC(C)=O)cc1	1	i	i	i	4	i	i	i	i	i	i
C[C@H](NC(=O)c1cc2cc(Cl)ccc2n1C)C(=O)N[C@@H](C(=O)O)c1ccccc1	0	i	i	i	-1	i	i	i	i	i	i
N#CCCN1CCn2c1nc1ccccc12	-3	i	i	i	4	i	i	i	i	i	i
O=S(=O)(c1ccc(F)cc1)N1CCN(S(=O)(=O)c2cccs2)CC1	-7	i	i	i	0	i	i	i	i	i	i
CCOC(=O)c1c(C)[nH]c(C)c1S(=O)(=O)N(C)CC(=O)Nc1cc(C)ccc1OC	-5	-9.1*	i	i	3	i	i	i	i	i	i
CCOC(=O)N1CCN(C(=O)C2CCC(=O)N(CCc3ccccc3)C2)CC1 (stereo not drawn)	-5	i	i	i	-10	i	i	i	i	i	i
CC1CC(C)CN(C(=O)c2cc3c(=O)n4ccccc4nc3s2)C1 (stereo not drawn)	-22	i	i	i	-4	i	i	i	i	i	i
CN(CC(=O)Nc1ccccc1Cl)C(=O)CSc1nncn1C	-1	i	i	i	1	i	i	i	i	i	i
CN(C)CCN(C(=O)C1=COCCO1)c1nc2ccc(Cl)cc2s1	-2	i	i	i	7	i	i	i	i	i	i
CCOCCCNC(=O)CN1C(=O)c2ccccc2Sc2ncccc21	-5	i	i	i	-1	i	i	i	i	i	i
O=S(=O)(NCCN1CCOCC1)c1ccc(Oc2ccccc2Cl)cc1	2	i	i	i	-3	i	i	i	i	i	i
O=C(c1ccco1)N1CCN(S(=O)(=O)c2ccccc2)CC1	-4	i	i	i	-3	i	i	i	i	i	i
Cc1cccc(S(=O)(=O)c2c(C)cc(C)[nH]c2=O)c1	0	i	i	i	2	i	i	i	i	i	i
COc1ccc(S(=O)(=O)N2CCOC2CNC(=O)C(=O)NCc2ccncc2)cc1 (stereo not drawn)	15	i	i	i	2	i	i	i	i	i	i
COc1nc(Nc2cccc(C)c2)nc(N2CCCCC2)n1	-3	i	i	i	37	i	i	i	i	i	i
COC(=O)c1cnn2c1C(=O)N(Cc1cccs1)CC2	x	i	i	i	-2	i	i	i	i	i	i
COc1ccc(-c2cc(C(=O)c3c(N)n(C)c(=O)n(C)c3=O)c3ccccc3n2)cc1OC	0	i	i	i	-4	i	i	i	i	i	i
CCCCn1c(-c2ccco2)n[nH]c1=S	-6	i	i	i	-1	i	i	i	i	i	i
O=C(Nc1cc(Cl)ccc1O)C1CC(c2c(F)cccc2Cl)=NO1 (stereo not drawn)	3	i	i	i	8	i	i	i	i	i	i
CCc1ccc(Nc2cc(=O)n(C3CCCCC3)c(=O)[nH]2)cc1	5	i	i	i	9	i	i	i	i	i	i
CCC1(CC)NC(=O)N(CC(=O)OCn2nnc3ccccc3c2=O)C1=O	4	i	i	i	0	i	i	i	i	i	i
CCOc1ccc(Oc2c(/C=N/NC(=O)COc3ccccc3OC)c(C)nn2-c2ccccc2)cc1	27*	i	i	i	20	i	i	i	i	i	i
CCc1nnc(NC(=O)c2ccc(S(=O)(=O)N(CC)Cc3ccccc3)cc2)o1	4	i	i	i	15	i	i	i	i	i	i
C=CCSc1nnc(-c2ccccc2N=Cc2c(C)[nH]n(-c3ccccc3)c2=O)c(=O)[nH]1	10	i	i	i	23	i	i	i	i	i	8.7*
O=C(Nc1cc2c(oc1=O)CCCC2=O)c1ccc(Cl)cc1	2	i	i	i	-1	i	i	i	i	i	i
COc1ccc(CCNC(=S)Nc2ccccc2)cc1	x	i	i	i	-1	i	i	i	i	i	i
Oc1ccc(O)c(Cc2nc3ccccc3s2)c1	-13	i	i	i	6	i	i	i	i	i	i
CCCCOc1ccc(C(=O)NCC(=O)NCc2ccccn2)cc1	-3	i	i	i	-13	i	i	i	i	i	i
CC1=CSC2=NC(=O)/C(=C\c3cccn3-c3ccc([N+](=O)[O-])cc3)C(=N)N12	5	i	i	i	3	i	i	i	i	i	26*
CCOc1ccccc1Nc1nc2ccccc2n2cnnc12	-9	i	i	i	-2	i	i	i	i	i	i
CC(=O)Nc1cccc(-c2nc3ccc(NC(C)=O)cc3s2)c1	-128	i	i	i	-1	i	i	i	i	i	i
CCCN(CCC)S(=O)(=O)c1ccc(Cl)c(OC)c1	2	i	i	i	3	i	i	i	i	i	i
COc1ccccc1-c1ccc(SCC(=O)NC2CCCC2)nn1	-1	i	i	i	-6	i	i	i	i	i	i
Cc1ccc(/C=C2/C(=O)ON=C2c2ccccc2)o1	9	i	i	i	-3	25*	43*	i	i	i	i
COc1ccccc1OCCCCNC(C)(C)C	-3	i	i	i	2	i	i	i	i	i	i
CC1CCN(CCc2nc3cc(NC(=O)Nc4ccccc4)ccc3n2C)CC1	2	i	i	i	2	i	i	i	i	i	i
CCOc1ccc(OCCOCCn2ccnc2)cc1	1	i	i	i	-1	i	i	i	i	i	i
CCCCC(=O)NC(=S)Nc1cccc(NC(=O)CC)c1	5	i	i	i	-5	i	i	i	i	i	i
O=C(CC1SC(N2CCOCC2)=NC1=O)Nc1cc([N+](=O)[O-])ccc1Cl (stereo not drawn)	-1	i	i	i	0	i	i	i	i	i	i
CN1C2CCC1CC(NS(=O)(=O)c1cc(Cl)c(Cl)cc1Cl)C2 (stereo not drawn)	5	i	i	i	-3	i	i	i	i	i	i
COC(=O)[C@@]1(Cc2ccc(F)cc2)[C@H]2c3cc(C(=O)N(C)C)n(Cc4ccccn4)c3C[C@H]2CN1C(=O)c1ccccc1	-2	i	x	x	x	i	i	x	x	x	i
Cc1cccc(C)c1OCc1cc(C(=O)NCc2cn(C)nc2C)no1	6	i	i	i	-5	i	i	i	i	i	i
O=C(Cn1cc(C(=O)c2ccco2)c2ccccc21)NCc1ccco1	-4	i	i	i	-1	i	i	i	i	i	i
Cc1csc2nc(CNC(=O)c3cccc(C(F)(F)F)c3)cn12	-3	i	i	i	3	i	i	i	i	i	i

MrgX1 agonist: what is marked active above
canonical_smiles | HDAC3 inh | MrgX1 antagonist | RGS4 inh | TRPC6 act | MrgX1 agonist | TMEM16A act
Cc1ccc(/C=C2/C(=O)ON=C2c2ccccc2)o1 | 9 | i | i | i | 43* | i

Remaining list, next part:
SMILES	HDAC3 inh	MrgX1 antagonist	RGS4 inh	TRPC6 act	SKKanGAS inh	ANO1 block	MrgX1 agonist	TRPC6 inh	RGS4 act	TMEM16A act	MrgX1 allo act
CN(Cc1nc2ccccc2[nH]1)C(=O)C1CCC(=O)N(C2CCCC2)C1 (stereo not drawn)	1	i	i	i	4	i	i	i	i	i	i
CC(C)CNC(=O)CSc1nnc(-c2ccccn2)n1Cc1ccccc1	-4	i	i	i	-5	i	i	i	i	i	i
O=C(CCC(=O)Nc1cccc(C(F)(F)F)c1)NCC1CCCO1 (stereo not drawn)	6	i	i	i	-1	i	i	i	i	i	i
CCCCOC(=O)C1=C(C)NC(=O)NC1c1ccc([N+](=O)[O-])s1 (stereo not drawn)	-10	i	i	i	7	i	i	i	i	i	i
CCCc1nc(-c2cc3cc(C)ccc3[nH]c2=O)no1	-10	i	i	i	-6	i	i	i	i	i	i
O=C(NCc1ccco1)C1CCCN(c2nnc(-n3cccc3)s2)C1 (stereo not drawn)	5	i	i	i	0	i	i	i	i	i	i
Cc1nc(-c2cccc(S(=O)(=O)N3CCOCC3)c2)cs1	4	i	i	i	-2	i	i	i	i	i	i
Cc1ccc(C(=O)Nc2cccc(C(=O)N3CCOCC3)c2)cc1	-5	i	i	i	-1	i	i	i	i	i	i
O=C(NNC(=O)C1CCN(S(=O)(=O)c2ccccc2C(F)(F)F)CC1)c1ccccc1O	-7	i	i	i	0	i	i	i	i	i	i
Cc1ccc(-c2nnc(-c3ccc(Br)cc3)o2)o1	-30	i	i	i	-7	i	i	i	i	i	i
OC(CNc1ncnc2sccc12)c1ccccc1 (stereo not drawn)	-2	i	i	i	-5	i	i	i	i	i	i
O=C1/C(=C\c2cccc(O)c2)SC(=S)N1Cc1ccccc1	2	i	i	i	7	i	i	i	i	i	i
CC(=O)Nc1cc(NC(C)=O)cc(-c2nc3ccccc3[nH]2)c1	-1	i	i	i	0	i	i	i	i	i	i
C/C(O)=C/c1nc2ccccc2[nH]c1=O	u	i	i	i	7	i	i	i	i	i	i
COc1ccc(-c2ccc(SCC(=O)NC3CCCC3)nn2)cc1OC	-4	i	i	i	6	i	i	i	i	i	i
COCCn1c(SCC#N)nnc1-c1ccc([N+](=O)[O-])cc1	-10	i	i	i	-1	i	i	i	i	i	i
CCOC(=O)CC1ON(C)C(=O)N1c1ccc(Cl)cc1Cl (stereo not drawn)	x	i	i	i	0	i	i	i	i	i	i
COc1cc2ccc(=O)oc2cc1O	-212	i	x	x	x	i	i	x	x	i	i
COc1ccc(NC(C)=O)cc1NC(C)C(=O)Nc1ccc(F)cc1 (stereo not drawn)	-1	i	i	i	-2	i	i	i	i	i	i
COc1cccc(CCNc2ccc(N3C(=O)CC(C)C3=O)cc2[N+](=O)[O-])c1 (stereo not drawn)	6	i	i	i	6	i	i	i	i	i	i
CC(=O)Nc1cc(S(=O)(=O)Nc2ccccc2)c(C)cc1C	4	i	i	i	0	i	i	i	i	i	i
